ERp5 block: ERp5 (human) disulfide isomerase inhibition | Q15084 | ERp5 insulin aggregation, absorbance 650 nm, 90 min | inhibition, % at 9.99 µM | hit rate 0.05% among 350,000;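 active = mean replicate inhibition above about 25%, with every replicate also reaching it, limit read from the data, passing the limit was not always enough; inconclusive = only one of those two criteria met; inactive = neither criterion met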
E-sel inducer: E-selectin induction on HUVECs | P16581 | HUVEC E-selectin immunofluorescence imaging; normalized: neutral wells 0, TNF-alpha wells 100 | activation, % at 7.58 µM | hit rate 0.37% among 260,000 | AID 686992;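 active = mean E-selectin-positive cell signal at least 10% of the positive control, reached in at least 60% of replicates, without over 20% cell loss; inconclusive = no rule given, readout overlaps actives, possibly toxicity-flagged; inactive = the rest, including those meeting only one limit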;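 note: in these data hits start at about 27%; measured in HUVEC primary endothelial cells; signal is the percent of cells scored E-selectin positive by PE staining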
Target sequence (P16581 whole entry, looked up): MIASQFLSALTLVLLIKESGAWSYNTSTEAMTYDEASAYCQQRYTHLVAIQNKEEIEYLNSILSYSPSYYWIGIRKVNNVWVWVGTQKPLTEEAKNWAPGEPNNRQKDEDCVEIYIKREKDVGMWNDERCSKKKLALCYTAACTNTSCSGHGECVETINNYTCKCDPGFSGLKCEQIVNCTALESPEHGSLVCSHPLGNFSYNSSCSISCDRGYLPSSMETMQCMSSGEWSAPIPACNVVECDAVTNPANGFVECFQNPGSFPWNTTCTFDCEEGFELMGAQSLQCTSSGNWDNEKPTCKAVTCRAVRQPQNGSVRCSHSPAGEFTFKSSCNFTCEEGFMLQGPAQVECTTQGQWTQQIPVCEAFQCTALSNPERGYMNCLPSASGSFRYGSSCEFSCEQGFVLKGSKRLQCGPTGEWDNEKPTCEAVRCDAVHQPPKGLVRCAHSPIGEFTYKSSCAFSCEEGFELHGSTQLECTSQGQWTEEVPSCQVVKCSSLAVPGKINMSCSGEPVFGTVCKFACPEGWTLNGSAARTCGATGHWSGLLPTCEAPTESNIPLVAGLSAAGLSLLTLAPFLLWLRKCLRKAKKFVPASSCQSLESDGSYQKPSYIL
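Material: HUVEC primary endothelial cells; Amount: 3,000 cells per well; Dosing: single concentration; Medium: EGM-2 growth medium on 0.1% gelatin-coated wells; Read-out basis: percent E-selectin-positive cells; Signal: immunofluorescence imaging; Control set: TNF-alpha, DMSO.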
ARNT-TACC3 inh: disruptors of human ARNT/TACC3 interaction | hit rate 0.66% among 390,000 | inhibition, % at 9.99 µM | AlphaScreen His-ARNT PAS-B/GST-TACC3 binding, luminescence; TACC3 fragment carries E629A point mutation | Q9Y6A5;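 active = mean inhibition of replicates at least 50% and at least half of replicates each reaching 50%; inconclusive = half or more replicates reach 50% but mean below 50%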;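 note: 0% = complete ARNT plus TACC3 wells and 100% = ARNT alone without TACC3; many hits fall short of the cut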
PglD inh: PglD (C. jejuni) enzyme inhibition | purified PglD enzyme, DTNB colorimetric CoA detection | inhibition, % at 12.5 µM | hit rate 0.098% among 360,000; in the data active = inhibition above about 16%, passing the limit was not always enough; inconclusive = no clear call, values can overlap the other calls; note: strong numbers were not always called active
Casp6 inh: blocks human caspase-6 cleavage activity; P55212; purified caspase-6, Z-VEID-R110 cleavage fluorescence; hit rate 0.53% among 350,000; AID 686996; inhibition, % at 12.5 µM;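 active = mean inhibition across replicates at least about 35%, with every replicate also reaching that limit, limit read from the data; inconclusive = only one of the two criteria met; inactive = neither criterion met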;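 note: 0% = median of neutral control wells and 100% = no fluorescence left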
Target sequence (P55212 24-179 limits assumed): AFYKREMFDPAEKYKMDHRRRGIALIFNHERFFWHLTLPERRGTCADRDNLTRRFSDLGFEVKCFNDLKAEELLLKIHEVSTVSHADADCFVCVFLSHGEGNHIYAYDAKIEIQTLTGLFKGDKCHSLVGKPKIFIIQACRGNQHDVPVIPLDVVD
Target sequence (P55212 194-293 limits assumed): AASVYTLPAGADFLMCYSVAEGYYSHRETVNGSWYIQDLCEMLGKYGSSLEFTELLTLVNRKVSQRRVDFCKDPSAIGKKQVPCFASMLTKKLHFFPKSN
esBAF inh: blocks esBAF chromatin remodeling in mouse ES cells; Bmi1-luciferase knock-in reporter, 24 h; 100% = twice the neutral-well signal; reporter increase, % at 12.5 µM; hit rate 2% among 350,000; in the data active = activation above about 40%; inconclusive = no clear call, values can overlap the other calls;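 note: 0% = median of the plate's neutral control wells and 100% = double that signal; a rise in the Bmi1 reporter signal indicates esBAF inhibition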
RAD52 anneal inh: blocks human RAD52 DNA annealing | recombinant RAD52 DNA annealing, FRET fluorescence | inhibition, % at 18.7 µM | P43351 | hit rate 0.46% among 360,000;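 active = every replicate showing at least 50% inhibition; inconclusive = mean inhibition at least 50% but not in every replicate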
RAD54 inh: RAD54 (human) branch migration inhibition; RAD54 Holliday junction branch migration, FAM/BHQ fluorescence; inhibition, % at 10.4 µM; hit rate 0.14% among 360,000;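 active = mean normalized replicate activity at least 40 and at least half of replicates scoring 40 or more; inconclusive = only one of the two criteria met; inactive = mean below 40 and under half of replicates reaching 40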;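 note: 0% = median of neutral control wells and 100% = median of positive control wells; inhibitors cause a drop in the FAM fluorescence signal; in these data hits start at about 50%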
Active calls of the source: *; u = inconclusive; x = not tested or not shown; & = joins results of further samples.

SMILES	ERp5 block	E-sel inducer	ARNT-TACC3 inh	PglD inh	Casp6 inh	esBAF inh	RAD52 anneal inh	RAD54 inh
COC(=O)Nc1nnc(COc2cccc(C)c2)s1	5	x	-2	x	1	-6	-25	x
CCc1ccc(NC(=O)CCS(=O)(=O)c2ccc(Cl)cc2)cc1	-2	0.1	-2	0	20	-1	4	-11
COc1cccc(C(=O)Nc2cc(NC(=O)c3cccs3)ccc2C)c1	0	0.1	-9	7	4	4	-10	-4
CCOC(=O)CSc1ncc(-c2cccc(Cl)c2)cn1	x	x	-13	-5	x	-9	x	4
CC(C)(C)c1ccc(C(=O)NC2CCN(Cc3ccccc3)CC2)cc1	4	0.2	10	x	-10	-10	-38	5
O=C(NNC(=O)C1CC1)c1cc(Br)c(Br)s1	-4	-0.4	4	4	2	3	1	2
O=C(Nc1ccc(Cl)cc1Cl)c1csc(-c2cccnc2)n1	x	x	-7	-6	-1	64*	-11	-3
Cc1ccc(S(=O)(=O)NCCC(=O)NC(C)CCc2ccccc2)cc1 (centres undefined)	-1	17	-1	0	-4	-7	1	-3
CC(C)CN(C(=O)c1ccco1)C1CCS(=O)(=O)C1 (centres undefined)	3	x	-2	-4	3	-7	-12	-6
Cc1nn(-c2ccccc2)c(NC(=O)c2ccccc2)c1Br	2	3.8	-3	-4	-1	-3	-12	-4

Four records drawn at random from the list so far, as already listed:
SMILES	ERp5 block	E-sel inducer	ARNT-TACC3 inh	PglD inh	Casp6 inh	esBAF inh	RAD52 anneal inh	RAD54 inh
CCOC(=O)CSc1ncc(-c2cccc(Cl)c2)cn1	x	x	-13	-5	x	-9	x	4
Cc1nn(-c2ccccc2)c(NC(=O)c2ccccc2)c1Br	2	3.8	-3	-4	-1	-3	-12	-4
COc1cccc(C(=O)Nc2cc(NC(=O)c3cccs3)ccc2C)c1	0	0.1	-9	7	4	4	-10	-4
O=C(Nc1ccc(Cl)cc1Cl)c1csc(-c2cccnc2)n1	x	x	-7	-6	-1	64*	-11	-3

Next section:
SMILES	ERp5 block	E-sel inducer	ARNT-TACC3 inh	PglD inh	Casp6 inh	esBAF inh	RAD52 anneal inh	RAD54 inh
O=C(Nc1ccc2nc([C@H]3C[C@H](O)[C@@H](CO)O3)[nH]c2c1)NC(c1ccccc1)c1ccccc1	1	x	x	-2	4	6	-16	-12
O=C(C[C@@H]1C[C@@H]2c3cc(NC(=O)Nc4ccccc4)ccc3O[C@@H]2[C@H](CO)O1)NCc1cccc(F)c1	14	0.3	2	-2	-2	-6	7	3
Cc1ccc(NCc2ccncc2)c(Br)c1	5	0.1	-14	3	2	8	-10	-9
Cn1cccc1C(=O)OCC(=O)Nc1ccc2c(c1)OCO2	5	1.7	7	x	-2	x	4	x
COCc1cc(=O)n2[nH]c(C(C)(C)C)cc2n1	0	0.2	1	1	0	-3	-12	12
COc1cc(OC)c2c(c1)C(=O)OC2OC (centres undefined)	2	2.8	-4	x	0	x	3	x
COC(=O)NCC1(C)CC(NC(=O)OC)CC(C)(C)C1 (centres undefined)	x	x	5	-2	x	9	x	3
O=C(c1ccncc1)N1CCN(C(=O)c2ccncc2)CC1	-3	x	0	11	-7	2	-8	4
CCC(=O)N1C[C@@H](C)[C@@H](OC)CN(C)C(=O)c2cc(NC(=O)Nc3ccc(Cl)cc3)ccc2OC[C@H]1C	1	-0.3	3	2	x	0	1	18
COCCN(C(=O)CCc1nnc(Cc2c[nH]c3ccccc23)o1)C(C)C	-2	0.3	0	-3	3	-3	-12	-6

esBAF inh: what is marked active above.
SMILES | ERp5 block | ARNT-TACC3 inh | PglD inh | Casp6 inh | esBAF inh | RAD52 anneal inh
O=C(Nc1ccc(Cl)cc1Cl)c1csc(-c2cccnc2)n1 | x | -7 | -6 | -1 | 64* | -11

Later entries:
SMILES	ERp5 block	E-sel inducer	ARNT-TACC3 inh	PglD inh	Casp6 inh	esBAF inh	RAD52 anneal inh	RAD54 inh
C=CCOc1c(Br)cc(C2NC(=O)NC(C)=C2C(C)=O)cc1OCC (centres undefined)	x	x	0	-5	x	-1	x	14
C=CCOC(=O)C1=C[C@@H](c2coc3ccccc3c2=O)C[C@@H](OCc2ccc(CO)cc2)O1	1&-5	-0.6	1	-1	-2	1	-30&14	-10
CC(c1ccco1)N(C(=O)c1ccccc1NS(=O)(=O)c1ccc(Cl)cc1)c1ccccn1 (centres undefined)	-2	-2.6	-7	-5	5	8	-58	3
O=C(O)c1cncc(C#CCC2CCCCC2)c1	u	-0.1	-5	x	0	61*	-6	x
Cc1cccc(C)c1OCc1cc(C(=O)N2CCN3CCCC3C2)no1 (centres undefined)	2	0.1	8	-1	-2	7	-21	6
Cc1cc(C(=O)O)ccc1-c1ccc(CO)o1	-3	1.7	-55	2	6	-3	-8	-1
Cc1ccc(Nc2nc(Cl)c(C=O)s2)cc1Cl	5	4.9	-1	x	-1	x	-40	x
O=S(=O)(NCc1ccccc1)c1ccc(S(=O)(=O)N(Cc2ccccn2)Cc2ccco2)cc1	x	x	1	1	x	-2	x	10
N#C[C@H]1[C@@H](c2ccccc2/C=C/c2ccccc2)[C@@H](CO)N1C(=O)Nc1ccccc1	-4	0.1	x	x	2	x	-28	x
O=C(COc1ccccc1Cl)Nc1cccc(S(=O)(=O)N2CCCC2)c1	1	x	-3	-4	-6	11	-54	-1
Cc1ccc(/C=N/Nc2nc(C)cc(C)n2)cc1	-5	x	2	-2	-1	x	-1	-9
CCO[C@@H]1OC(C(=O)NCc2nc3ccccc3[nH]2)=C[C@H](C2CC2)[C@H]1CCCO	-1&6	0.4	-10&2	1&-3	-2&-8	-8	4&-7	0&2
COC(=O)C[C@@H]1CC[C@H](NC(=O)CC2CC2)[C@@H](CO)O1	0	-0.2	x	x	5	x	-13	x
O=C(COC(=O)c1ccc(F)c(S(=O)(=O)N2CCOCC2)c1)NCCc1ccccc1	-2	x	-28	-5	-6	2	-10	-11
CCS(=O)(=O)N1CCCC(C(=O)NC2CCCCC2)C1 (centres undefined)	x	x	-2	7	x	-5	x	-2
O=C(Cn1cc(-c2ccccn2)nn1)NS(=O)(=O)c1cccc(OC(F)F)c1	5	7.1	x	-2	2	2	2	4
COC(=O)c1ccc(NC(=O)CCS(=O)(=O)c2ccc(Br)cc2)cc1	0	x	x	-1	22	-3	-22	-2
CC(C(=O)NCC1CCCO1)n1cccc1C(=O)c1ccccc1 (centres undefined)	x	x	-3	-1	x	-4	x	-10
CC(C)Cc1ccc(C(C)C(=O)N2CCOCC2)cc1 (centres undefined)	-9	x	1	-8	-1	0	-8	-14
CC(C)NC(=O)N1[C@H](CO)[C@@H]2c3ccccc3N(C(=O)Nc3ccc(F)cc3)C[C@@H]21	-2	0.2	-8	-1	0	-2	-12	8
COC(=O)Cc1[nH]nc2c1C1(CCSCC1)C(C#N)=C(N)O2	-4	x	0	x	x	-7	-26	x
C[C@H](CO)N1C[C@H](C)[C@@H](CN(C)Cc2ccc(-c3ccccc3)cc2)Oc2ccc(NC(=O)Cc3ccccc3)cc2CC1=O	2	6.6	21	0	-1	-4	-17	1
Cc1ccc(-c2nn(CC(=O)N(C)C)c(=O)c3ccccc23)cc1S(=O)(=O)N(C)C	x	x	12	2	x	1	x	-2
O=C(NC1CCCCCCC1)c1cc(-c2ccccn2)nc2ccccc12	-1	1.0	-10	x	-1	x	4	x
CCCCN1C(=O)/C(=C2/C=CC=CN2C)SC1=S	x	x	9	2	x	22	x	1
CC(=O)Nc1ccc(S(=O)(=O)N(C)CC(=O)NC2=NCCS2)cc1	x	x	2	4	x	-5	x	4
CO[C@@H]1CN(C)C(=O)c2ccc(NC(C)=O)cc2OC[C@H](C)N(CCC(F)(F)F)C[C@H]1C	-4	0.2	1	-1	-1	1	0	-3
Cc1cc([N+](=O)[O-])ccc1NS(=O)(=O)c1ccccc1	-10	-0.2	1	-10	-1	9	-12	-4
CCO/C(C)=N/n1c2nc3ccccc3nc2c2c(=O)n(Cc3ccccc3Cl)c(C)nc21	x	x	3	-1	x	13	x	-4
COc1cc(Cl)c(C)cc1NC(=O)CCCn1c(=O)oc2ccccc21	0	x	0	x	-1	x	-24	x
Cc1nc(Cl)sc1C(=O)Nc1ccc(Cl)cc1	4	-1.1	-2	-1	-2	25	-4	-11
Cc1ccc(/C=C/S(=O)(=O)NCC(=O)OCC(=O)Nc2ccc(C(N)=O)cc2)cc1	-1	-0.8	-3	x	0	x	-10	x
CC1CCCN(C(=O)/C(=C/c2ccco2)NC(=O)c2ccccc2)C1 (centres undefined)	-4	0.2	-33	2	8	-4	-67	-13
C[C@@H]1CN([C@@H](C)CO)C(=O)c2cc(NC(=O)CCCCCC(=O)Nc3ccccc3N)ccc2O[C@@H]1CN(C)S(=O)(=O)c1ccc(Cl)cc1	-3	-0.3	x	x	2	x	-53	x
CCCNC(=O)[C@@H]1[C@@H](CO)[C@@H]2Cn3c(cccc3=O)[C@@H]2N1C(=O)C1CCC1	1	-0.1	-5	-2	-3	-2	-18	1
N#Cc1ccc(-c2ccc([C@@H]3[C@@H](CO)N4C(=O)CN(C(=O)Cc5ccccc5)C[C@@H]34)cc2)cc1	0	-0.4	x	x	3	x	-12	x
COc1cc(OC)cc(-c2cc3nc(C)c(CCC(=O)O)c(C)n3n2)c1	-1	0.2	30	-1	4	-68	-6	4
CC(OC(=O)CNC(=O)c1ccc2c(c1)OCO2)C(=O)NCCC1=CCCCC1 (centres undefined)	x	x	-1	-4	x	9	x	-10
CC(C)[C@H](C)NC(=O)N(C)C[C@H]1OCc2ccccc2-c2ccccc2C(=O)N([C@@H](C)CO)C[C@@H]1C	0	-0.3	-1	1	1	0	4	11
Cc1ccccc1N1C(=O)[C@@H]2Cc3ccccc3CN2C1=O	x	x	-14	0	x	-3	x	2

A few values from the results shown:
ARNT-TACC3 inh with Cc1ccccc1N1C(=O)[C@@H]2Cc3ccccc3CN2C1=O stands at -14
Casp6 inh with CC(C)(C)c1ccc(C(=O)NC2CCN(Cc3ccccc3)CC2)cc1 stands at -10

Later entries:
SMILES	ERp5 block	E-sel inducer	ARNT-TACC3 inh	PglD inh	Casp6 inh	esBAF inh	RAD52 anneal inh	RAD54 inh
CCN1C[C@@H]2[C@@H]3C(=O)N(Cc4ccccc4)C(=O)[C@@H]3[C@](C)(C1=O)N2C(=O)c1ccc(Cl)c(Cl)c1	-4	0.0	12	3	7	-6	0	-5
CCc1cc(=O)oc2cc(OCC(=O)N3CCC[C@H]3C(=O)O)ccc12	0	x	0	-3	3	-12	-4	9
Cc1cccc2nc(CSc3nc4ccc([N+](=O)[O-])cc4[nH]3)cn12	4	x	-5	-4	-2	x	-17	2
Cc1nnc(SCc2ccccc2C#N)n1-c1ccccc1	x	x	-3	2	x	2	x	-5
COc1cc(OC)cc(C(=O)N2CCN(Cc3ccc4c(c3)OCO4)CC2)c1	3	x	-8	1	0	-1	-5	1
CCCCC(=O)Nc1ncc2c(n1)CC(C)(C)CC2=O	x	x	-3	-3	x	8	x	5
COc1ccc(/C=C(/NC(=O)c2ccc(C)cc2)C(=O)NCC2CCCO2)cc1 (centres undefined)	0	-0.1	27	4	-1	1	-6	3

Another view of two compounds above.
Results follow in this order: ERp5 block | E-sel inducer | ARNT-TACC3 inh | PglD inh | Casp6 inh | esBAF inh | RAD52 anneal inh | RAD54 inh
CC(C)CN(C(=O)c1ccco1)C1CCS(=O)(=O)C1 (centres undefined)
  3 | x | -2 | -4 | 3 | -7 | -12 | -6
Cc1ccccc1N1C(=O)[C@@H]2Cc3ccccc3CN2C1=O
  x | x | -14 | 0 | x | -3 | x | 2

Source: PubChem (Broad Institute)
